RmlCD inh mix – mixture blocks RmlC and RmlD coupled enzyme activity; AID 1532; RmlC/RmlD coupled enzyme inhibition, 384-well mixture HTS; inhibition, % at 5.5 µM; 110,000 tested, 0.39% active; in the data active = inhibition above about 30%, passing the limit was not always enough; inconclusive = no clear call, values can overlap the other calls; also: strong numbers were not always called active
HIV RNase H inh – inhibitors of HIV-1 reverse transcriptase RNase H; 65,000 tested, 1.9% active; P04585; AID 565; inhibition, % at 10 µM; RT-RNase H RNA/DNA duplex cleavage, fluorescence; in the data active = inhibition above about 50%
* = called active by the depositor; ? = inconclusive; . = no result given. Some of the compounds tested; the hit share may differ from the screen's.

Under each structure: HIV RNase H inh	RmlCD inh mix
1	CCOC(=O)/C(C(C)=O)=C1\OC(=O)c2ccccc21
  -4.3	-3.0
2	COc1ccccc1N(CC(=O)Nc1cccnc1)S(C)(=O)=O
  -10.4	-14.7
3	CCSc1nc2c(c(=O)[nH]1)C(c1ccncc1)C(C(=O)OC(C)C)=C(C)N2 (centres undefined)
  0.1	5.9
4	Cc1cc(C(=O)NCc2cccnc2)cs1
  -3.0	10.1
5	COc1ccc(Br)cc1C1N2CC3(C)CN1CC(C)(C2)C3=O (centres undefined)
  -7.9	5.7
6	Cc1nnc(-c2cnn(C)c2N)n1Cc1ccccc1
  .	-8.4
7	CCCn1nc2cc(C(=O)NCc3ccccc3OC)ccc2c1OCC
  .	-1.6
8	O=C(NCCCN1CCCC1=O)c1cc(NS(=O)(=O)c2ccc(F)cc2)cc(NS(=O)(=O)c2ccc(F)cc2)c1
  .	-6.6
9	O=C(CSC1=NC(=O)C(c2ccccc2)C(=O)N1)Nc1cccc(Cl)c1 (centres undefined)
  .	5.1
10	CCC1CCc2c(sc3ncnc(N4CCOCC4)c23)C1 (centres undefined)
  -41.4	-1.9
11	C/C(=N/O)c1cc(C(C)(C)C)c(O)c(C(C)(C)C)c1
  .	-8.4
12	CN(C)S(=O)(=O)CC12CCC(CC1=O)C2(C)C (centres undefined)
  -5.3	-5.9
13	Cc1cc(C(=O)Nc2cccnc2Cl)on1
  .	6.7
14	COCCCNC(=O)c1c(N)n(-c2cccc(S(N)(=O)=O)c2)c2nc3ccccc3nc12
  -16.6	49.1
15	Cc1cc(=O)n(CC(C)C)c(O)c1C#N
  -1.2	23.0
16	O=C(Cn1cc2c(n1)CCCC2)Nc1cc(-c2cccc(Cl)c2)no1
  -0.2	?
17	C[C@@H]1C[C@H](O)c2cc(Cl)ccc2N1
  -5.5	-15.4
18	CCOc1ccc(OCC)c(NC(=O)c2[nH]c(C)c(C(C)=O)c2C)c1
  -4.6	8.2
19	Cn1c(=O)c2c(n3cnnc13)-c1ccccc1CC21CCCC1
  .	0.2
20	Cc1ccc(C(OC(=O)c2ccco2)C(=O)NCc2cccs2)cc1 (centres undefined)
  -15.5	-2.3
21	Cc1ccc(S(=O)(=O)N2CCCC(NC(=O)N3CCN(c4ccccc4)CC3)C2)cc1 (centres undefined)
  21.9	3.0
22	COc1ccc(-n2cnnc2SCC(=O)NCc2cccs2)cc1
  .	4.6
23	O=C(CC(c1ccc(F)cc1)c1ccco1)N1CCOCC1 (centres undefined)
  3.7	.
24	COc1ccccc1NC1=NCCS1
  .	-11.7
25	CCCCC(C(=O)NC(=O)NCc1ccccc1)N1C(=O)c2ccccc2C1=O (centres undefined)
  .	-5.9
26	CC(C)(C)n1nnnc1CN1CCSCC1
  .	-4.0
27	Cc1ccc(OCc2ccc(C(=O)Nc3nc4ccccc4n3Cc3ccccc3)o2)c([N+](=O)[O-])c1
  .	-13.7
28	COc1ccc(C2C(C(=O)N3CCCCC3)CC(=O)N2c2ccc(OC)cc2)cc1 (centres undefined)
  .	-16.8
29	O=C(Nc1ccc(O)cc1)c1cc(S(=O)(=O)N2CCCC2)ccc1Cl
  -30.8	4.6
30	CCOC(=O)c1cccc(NC(=O)CSc2nc3ccccc3c(=O)n2CCOC)c1
  4.5	1.7

Going on with the list:
Under each structure: HIV RNase H inh	RmlCD inh mix
31	C=CCSc1nnc2c(n1)OC=Nc1ccc(Br)cc1-2
  7.7	-33.9
32	CCN1CCN(S(=O)(=O)c2ccc3[nH]c(=O)oc3c2)CC1
  -6.4	11.6
33	N#Cc1nc(COc2cccc(Cl)c2)oc1NCc1ccco1
  -94.6	-33.2
34	CCO/C=C/C(=O)N(C)CCC#N
  11.1	3.8
35	CCOc1ccc(S(=O)(=O)N2CCN(c3ccccc3OC)CC2)c2cccnc12
  -9.1	9.1
36	CC(C)c1ccc(NC(=O)C2CC(=O)N=C(N)S2)cc1 (centres undefined)
  -2.9	8.6
37	O=C(COC(=O)c1cccnc1Cl)c1ccc(Cl)cc1Cl
  .	6.3
38	Cc1oc(-c2ccccc2F)nc1CN1CCC(C(=O)NC2CCCCCCC2)CC1
  -3.7	.
39	CCOc1ccc(C2C=C(c3ccc(F)cc3)Nc3ncnn32)cc1 (centres undefined)
  -4.5	29.2
40	CS(=O)(=O)N(CC(=O)NCC1CCCO1)c1cc(Cl)ccc1Cl (centres undefined)
  -9.3	1.7
41	CN(C(=O)CSc1nnc(Cc2ccccc2F)n1N)C1CCS(=O)(=O)C1 (centres undefined)
  .	-5.2
42	NC(=O)C1CCN(C2OC(=O)c3ccccc32)CC1 (centres undefined)
  2.6	-1.6
43	COCc1nnc(NC(=O)c2sc3ccccc3c2Cl)s1
  38.0	10.8
44	CCc1ccc(N(C(=O)c2csnn2)C(C(=O)NC(C)(C)C)c2ccncc2)cc1 (centres undefined)
  .	-12.3
45	Cc1csc(/C(=N\O)c2csc(C)n2)n1
  -9.7	7.3
46	CCC(c1nnnn1C1CCCC1)N1CCN(Cc2ccccc2)CC1 (centres undefined)
  .	-10.9
47	CCOc1ccccc1NC(=O)NC1(C(=O)N2CCN3CCCC3C2)CCCCC1 (centres undefined)
  -5.2	-11.3
48	CN(c1ccccc1C(=O)Nc1cccc(C(F)(F)F)c1)S(C)(=O)=O
  -9.3	-13.7
49	COc1ccccc1N1CCN(C(=O)C2C3C=CC4(CN(Cc5ccccc5Cl)C(=O)C24)O3)CC1 (centres undefined)
  0.6	6.3
50	CC(=O)c1ccc(NS(=O)(=O)c2cccc(C)c2)cc1
  -17.2	-27.0
51	COc1ccc2c(C)nc(Nc3nc(C)c(C)c(=O)[nH]3)nc2c1
  .	9.0
52	O=C(NC1CC1)C1CC(=O)N(C2CCCCC2)C1 (centres undefined)
  -5.9	4.1
53	CC(=O)N1CCN(c2ccc(NC(=O)c3ccc(C(C)(C)C)cc3)cc2)CC1
  -4.2	-9.6
54	CC1(OC(=O)C2CCCC2)C(=O)C=C2C=C(c3ccsc3)N(CCc3ccccn3)C=C2C1=O (centres undefined)
  .	3.6
55	Cc1nnsc1NC(=O)OCc1ccc(C(F)(F)F)cc1
  .	-66.3
56	Cc1c(NC(=O)c2cnn3c2NC(c2ccccc2)CC3C(F)(F)F)c(=O)n(-c2ccccc2)n1C (centres undefined)
  .	2.2
57	Cc1cccc(NC(=O)CC2C(=O)NCCN2C(=S)Nc2ccccc2)c1 (centres undefined)
  .	9.8
58	Cc1ccc(S(=O)(=O)NC(C)C(c2cccs2)N2CCN(c3ccccc3)CC2)cc1 (centres undefined)
  .	7.5
59	O=C(CCCCCN1C(=O)c2ccccc2C1=O)NCc1ccccn1
  -18.4	9.8
60	Cc1ccc(C=NCc2ccncc2)c(O)c1
  2.8	-12.1

2 successive records out of the list so far:
Under each structure: HIV RNase H inh	RmlCD inh mix
59	O=C(CCCCCN1C(=O)c2ccccc2C1=O)NCc1ccccn1
  -18.4	9.8
60	Cc1ccc(C=NCc2ccncc2)c(O)c1
  2.8	-12.1

The main list resumes, repeating the 4 entries before the break.
Under each structure: HIV RNase H inh	RmlCD inh mix
57	Cc1cccc(NC(=O)CC2C(=O)NCCN2C(=S)Nc2ccccc2)c1 (centres undefined)
  .	9.8
58	Cc1ccc(S(=O)(=O)NC(C)C(c2cccs2)N2CCN(c3ccccc3)CC2)cc1 (centres undefined)
  .	7.5
59	O=C(CCCCCN1C(=O)c2ccccc2C1=O)NCc1ccccn1
  -18.4	9.8
60	Cc1ccc(C=NCc2ccncc2)c(O)c1
  2.8	-12.1
61	Cc1ccc(S(=O)(=O)NNC(=O)CCC(=O)Nc2ccccc2)cc1
  .	9.2
62	O=C(/C=C/c1ccccc1)NCCSCc1ccccc1Cl
  .	4.5
63	O=C(Cn1nnc(-c2ccc(OCc3ccccc3F)cc2)n1)N1CCOCC1
  -19.6	10.5
64	COc1cc(CC(=O)Nc2ccc(S(=O)(=O)Nc3ncccn3)cc2)cc(OC)c1OC
  -0.9	8.9
65	COCCNC(=O)C(c1cccs1)N(C(=O)Cn1nnc2ccccc21)c1cccc(C(C)=O)c1 (centres undefined)
  -25.0	-19.6
66	O=C(COC(=O)CCC(=O)c1cccs1)Nc1cccc(S(=O)(=O)N2CCOCC2)c1
  .	-9.9
67	CC(C)(C)n1nnnc1C(c1cccs1)N(Cc1cccnc1)Cc1ccco1 (centres undefined)
  .	10.3
68	Cc1ccc(Cl)cc1N1CCN(C(=O)CN2C(=O)c3cccc4cccc2c34)CC1
  -6.6	-45.8
69	CCc1nc(SCC(=O)NCc2ccccc2)c2c(=O)n(C)c(=O)n(C)c2n1
  .	-15.8
70	Cc1cc(N2CCN(S(=O)(=O)c3ccc(Cl)cc3)CC2)c2ccccc2n1
  -18.9	3.9
71	COc1ccc(-c2c3c(nc4sc(C(=O)Nc5ccccc5)c(N)c24)CCC3)cc1
  .	-44.5
72	CCC1Sc2ccccc2N(CC(=O)NCCC2=CCCCC2)C1=O (centres undefined)
  .	15.9
73	COc1cccc(NC(=O)CCSc2nnc3scc(-c4ccccc4)n23)c1
  -76.1	.
74	O=C(CC(C(=O)N1CCc2ccccc21)n1ccnc1)NCC1CCCO1 (centres undefined)
  -3.9	4.9
75	COc1ccc(NC(=O)c2ccc(NS(=O)(=O)c3c(C)noc3C)cc2)cc1OC
  -16.1	2.1
76	COC(=O)c1ccc2c(=O)n(CCN3CCOCC3)c(SCC(=O)C(C)(C)C)nc2c1
  .	-2.3
77	CCOc1ccc(Nc2oc(-c3ccco3)nc2C#N)cc1
  -8.5	-14.8
78	O=C(C(Cc1ccccc1)NS(=O)(=O)c1cccc2cccnc12)N1CCc2ccccc21 (centres undefined)
  .	-7.0
79	C=CCn1c(NC(=O)c2ccc(Br)o2)c(S(=O)(=O)c2ccccc2)c2nc3ccccc3nc21
  .	6.5
80	O=C(Nc1ccc2c(c1)OCO2)Oc1ccccc1
  5.8	7.8
81	COc1ccc2[nH]c(=O)c(-c3nnn(-c4ccc(Cl)nc4)n3)cc2c1
  .	-9.2
82	COC(=O)c1ccc(CC(=O)c2ccc(O)cc2O)o1
  2.9	-7.1
83	CCC(C(=O)O/N=C(\N)c1ccc(C)cc1)c1ccccc1 (centres undefined)
  .	-9.1
84	CCOc1ccc(OCC)c(NC(=O)CN2CCN(c3cccc(C)c3)C(C)C2)c1 (centres undefined)
  -17.6	.
85	Cc1cc(NC(=O)CCC(=O)N2CCC3(CC2)OCCO3)no1
  -14.0	-10.2
86	O=C1C2C3C=CC(C3)C2C(=O)N1c1ccc2ccccc2n1 (centres undefined)
  .	6.5
87	CCC(=O)N(Cc1cc2ccccc2[nH]c1=O)C(C)C
  -8.1	7.1
88	S=C(Nc1ccc(Cl)c(Cl)c1)NC1CCN(Cc2ccccc2)CC1
  .	5.8
89	COc1cc(OC)cc(N(C(=O)c2ccco2)C(C(=O)NC2CCCC2)c2ccc(N(C)C)cc2)c1 (centres undefined)
  4.8	-28.5
90	C=C1C(=O)O[C@@H]2[C@H]1[C@@H](OC(=O)/C(C)=C/C)C/C(C)=C\C(=O)/C=C(\C)[C@@H]2O
  .	-13.9

Three records drawn at random from the list so far, as already listed:
Under each structure: HIV RNase H inh	RmlCD inh mix
47	CCOc1ccccc1NC(=O)NC1(C(=O)N2CCN3CCCC3C2)CCCCC1 (centres undefined)
  -5.2	-11.3
13	Cc1cc(C(=O)Nc2cccnc2Cl)on1
  .	6.7
48	CN(c1ccccc1C(=O)Nc1cccc(C(F)(F)F)c1)S(C)(=O)=O
  -9.3	-13.7

Along the list, from the results shown.
HIV RNase H inh for nos. 80 to 84 → 5.8, ., 2.9, ., -17.6

Other records follow:
Under each structure: HIV RNase H inh	RmlCD inh mix
91	COC(=O)c1ccsc1NC(=O)C1=COCCO1
  -24.0	3.4
92	CC(C)NC(=O)c1cnc(N2CCN(c3ccccn3)CC2)c2ccccc12
  -21.9	-9.5
93	COC(=O)[C@H](Cc1ccccc1)NC(=O)Nc1ccc(S(N)(=O)=O)cc1
  -3.7	-14.4
94	CCSC(=O)N(CC)CC(=O)Nc1c(CC)cccc1CC
  .	11.8
95	CC(=O)Nc1ccc(S(=O)(=O)NC2(C(F)(F)F)N=C(c3ccccc3)NC2=O)cc1 (centres undefined)
  .	7.0
96	CCCCOc1ccc(-c2nc(SCC(N)=O)n[nH]2)cc1
  .	-4.2
97	Cc1nnc(SCC(=O)Nc2ccccc2N2CCOCC2)s1
  4.6	-12.3
98	Nc1cccc2c1C(=O)N(C(=O)c1ccc(S(=O)(=O)N3CCCCCC3)cc1)C2=O
  -7.9	-29.8
99	CCc1n[nH]c(=O)n1Cn1c(CC)n[nH]c1=O
  -0.6	7.3
100	Cc1ccc(-n2c(Cc3ccccc3)n[nH]c2=S)cc1
  .	50.9
101	Cc1ccc(-c2nn3c(C)nnc3s2)cc1NC(=O)c1ccco1
  -10.9	.
102	Cc1oc2c(O)c(O)ccc2c(=O)c1-c1ccccc1
  69.6*	3.5
103	Cc1ccc(-n2c(=O)cc(N3CCN(Cc4ccccc4)CC3)[nH]c2=O)cc1
  .	-0.1
104	O=C(Nc1cccc(S(=O)(=O)c2cccc(NC(=O)C3CC3)c2)c1)C1CC1
  -11.7	1.5
105	O=C(NC1C(=O)NNC1c1ccccc1)c1ccc(F)cc1 (centres undefined)
  .	-13.4
106	CCOc1ccc(C(Nc2ccc(C)cc2)P2(=O)OCCCO2)cc1 (centres undefined)
  .	-11.3
107	CCN(CC)c1ccc(C(=O)OCC(=O)NCC2CCCO2)cc1 (centres undefined)
  .	-19.1
108	CCCc1nnc(NC(=O)CCCC(=O)O)s1
  -4.5	-10.3
109	O=C(O)C(O)Cc1c[nH]c2ccccc12 (centres undefined)
  .	3.9
110	COc1ccc(-c2cc(=O)oc3cc(OC(C)C(=O)O)ccc23)cc1 (centres undefined)
  .	12.2
111	O=C(c1ccco1)N1CCN(c2cc(C(F)(F)F)nc3ncnn23)CC1
  0.2	-1.5
